High-throughput results from PubChem.
BRCT PPI green = blocks human BRCA1 BRCT binding to phosphopeptide, green readout. BRCA1 BRCT-phosphopeptide binding, green fluorescence polarization. actives 0.05% (n = 75,000). Potency, µM (highest dose often 76.9 µM), without a hit: at the top dose activity change, negative = inhibition, most hits filed as inhibitors;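 also: potency is read from the fitted curve at half-maximal effect; plate controls were peptide without protein for full effect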
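Fluorescence polarization: His-tagged BRCT (~35 kDa BRCA1 C-terminus, 250 nM) bound to 100 nM fluorescein-labeled phosphorylated 10-aa BACH1 peptide, pH 7.3 phosphate buffer with DTT and Tween 20. Compounds incubated 12 min at room temperature; inhibition read as lowered polarization.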
ALOX15 inhib = blocks human 15-lipoxygenase activity | P16050 | purified 15hLO-1, xylenol orange hydroperoxide absorbance | Potency, µM (doses to about 57.1 µM), for the others: at the highest dose activity change, negative = inhibition, actives largely listed as inhibitors | actives 1.4% (n = 74,000) | AID 887; also: potency is read from the fitted curve at half-maximal effect; % is scaled to controls: 0 for no effect and ±100 for the full control effect; nearly all actives have a fitted effect of over 55% in size
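Quantitative HTS in 25 mM Hepes pH 7.5 containing 0.01% Triton X-100: human 15hLO-1 at 40 nM, arachidonic acid at 50 uM, 6 min turnover. Product quantified via ferrous oxidation/xylenol orange, 573:405 nm absorbance ratio.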
DNA Pol III inh = blocks replication by bacterial DNA polymerase III holoenzyme | Potency, µM (titrated, usually from 57.1 µM), inactives show top-dose activity change, negative = inhibition | actives 0.25% (n = 71,000) | AID 603 | reconstituted DNA polymerase III holoenzyme replication, biochemical; also: potency is read from the fitted curve at half-maximal effect; % is scaled to controls: 0 for no effect and ±100 for the full control effect
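Reconstituted *E. coli* holoenzyme (0.35 nM Pol III, 1 nM beta, 154 nM SSB, 2 nM primase) was preincubated with compound for 15 min at RT. Synthesis on 1.4 nM ssM13Gori ran 35 min, then was stopped with PicoGreen/EDTA and read as dsDNA fluorescence.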
CRE Fsk mod = modulators of forskolin-stimulated CRE signaling in CHO cells | CHO CRE-bla reporter (cAMP response element driving beta-lactamase), forskolin EC10, beta-lactamase ratio | Potency, µM (top dose mostly 38.2 µM), for the others: at the highest dose activity change, negative = inhibition, most hits filed as activators | actives 2.5% (n = 71,000) | AID 662; active = well fitted activation curve with a large enough effect in the signal ratio, with a control signal flat, not every such curve was filed as active; inconclusive = small, poorly fitted or top-dose-only effect, or effect the other way, or a change in a side signal; the % refers to the signal ratio; also: potency is read from the fitted curve at half-maximal effect; % of control where 0% means no effect
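CHO CRE-bla cells, overnight plating in Opti-MEM with 0.5% dialyzed FBS; cpd titration + EC10 NKH 477, 3 h 37 °C; CCF4 2 h RT; ex 405/em 460 vs 530 ratio → %Activity, AC50.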
Hsp90 Hop PPI = changes Hsp90-Hop TPR2A binding signal, up or down | AlphaScreen TPR2A-His6 binding biotin-Hsp90 C-terminal peptide | Potency, µM (series often up to 57 µM), without a hit: top-dose activity change, negative = inhibition | actives 0.44% (n = 71,000) | AID 595; active = well fitted curve in either direction with a large enough effect; inconclusive = small, poorly fitted or top-dose-only effect, or another doubt; also: potency is read from the fitted curve at half-maximal effect; % is scaled to controls: 0 for no effect and ±100 for the full control effect; many of its hits are not listed in these tables
BRCT inh red = inhibitors of human BRCA1 BRCT-phosphoprotein interaction (red fluorophore); BRCT-phosphopeptide binding, red fluorescence polarization; P38398; actives 0.03% (n = 75,000); AID 892; Potency, µM (series often up to 76.9 µM), without a hit: top-dose activity change, negative = inhibition, actives largely listed as inhibitors; also: % is scaled to controls: 0 for no effect and ±100 for the full control effect
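Fluorescence polarization: 100 nM His-tagged BRCA1 BRCT with 100 nM TAMRA-labelled phospho-BACH1 decapeptide, phosphate buffer pH 7.3 with 150 mM NaCl, DTT, 0.01% Tween 20; 12 min RT. Binding inhibition seen as FP decrease.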
4MU fluor = compounds fluorescent in 4-MU spectral region; compound autofluorescence, 340/450 nm, 4-MU equivalents; hits give high values; max dye-equivalent concentration, M; actives 11% (n = 59,000); AID 589; in the data active = max dye-equivalent concentration above about 10 nM; inconclusive = mostly about 1.1 nM to 9.6 nM
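Compounds in 100 mM Tris, pH 8.0, sat 15 min at room temperature before fluorescence was read at 340 nm excitation/450 nm emission; a per-plate six-point 4-MU standard curve converted signals to dye-equivalent concentration at each compound concentration.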
Ub-GFP proteasome = inhibits proteasome, raising ubiquitin-GFP reporter fluorescence; 67,000 tested, under 10 active; Ubiquitin-GFP reporter cells, proteasome inhibition, GFP fluorescence; response scale: untreated = 0%, 10 µM MG-132 = 100%; Potency, µM (doses to about 45.9 µM), for the others: at the top dose activation (GFP accumulation), hits mostly activators; active = well fitted activation curve with a large enough effect, not every such curve was filed as active; inconclusive = small, poorly fitted or top-dose-only effect, or another doubt; inactive = no such curve, though single readings can be large or run the other way; also: potency is read from the fitted curve at half-maximal effect
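U2OS Ub(G76V)-GFP reporter; O/N plating, 0.5% FBS; cpd 46 uM–2.9 nM, 4 h, 37 °C; GFP+ cell count, 488/515 nm; norm. to basal vs 10 uM MG-132; CRC fit.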
GFP derepression = epigenetic modulators derepressing GFP locus in mouse cells | Potency, µM (highest dose often 46.1 µM), inactives show at the highest dose GFP derepression (activation) | mouse C127i GFP locus derepression, cytometry, 30 h | actives 0.09% (n = 68,000); also: % of control where 0% means no effect
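Derepression screen: silenced CMV-GFP reporter in murine C127i cells, 30 h compound incubation at 37 C, washed cells imaged by laser-scanning cytometer to enumerate GFP-expressing objects of 20 to 120 um.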
HBB splice mod = modulators of hemoglobin beta chain splicing | actives 0.06% (n = 65,000) | Potency, µM (titrated, usually from 46.1 µM), for inactives: top-dose activation, usual class: activators | HBB splicing reporter cell assay, activation; EGFP reporter with mutant IVS2-654 intron; response scale: normalised to 500 nM splice-correcting PNA; also: potency is read from the fitted curve at half-maximal effect; 0% is about no effect
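Compounds were applied for 2 days to HeLa EGFP-654 cells, 500/well in Optimem with 2% FCS. The reporter's EGFP is disrupted by mis-splicing of beta-globin intron IVS2-654. Readout: summed well GFP fluorescence from 488 nm laser scanning; reference was 500 nM antisense […] 654 PNA.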
A350 autofl = compound fluoresces in the Alexa 350 spectral region. Compound autofluorescence, 340/450 nm, Alexa 350 dye-equivalents; hits give high values. max dye-equivalent concentration, M. actives 11% (n = 59,000). AID 590; in the data active = max dye-equivalent concentration above about 10 nM; inconclusive = mostly about 1.1 nM to 9.6 nM
* hit, by the source's call; i = inactive; ? = inconclusive; nt = not tested or not shown; [ ] = dose if it differs, or a comment. Unless noted, calls follow the shape of the dose curve; as a rule, active = well fitted curve in the direction sought with a large enough effect; inconclusive = small, poorly fitted or top-dose-only effect, or another doubt; inactive = no such curve, though single readings can be large; an effect the other way counts as inactive or inconclusive.

SMILES | BRCT PPI green | ALOX15 inhib | DNA Pol III inh | CRE Fsk mod | Hsp90 Hop PPI | BRCT inh red | 4MU fluor | Ub-GFP proteasome | GFP derepression | HBB splice mod | A350 autofl
CCn1c(SCC(=O)Nc2ccc(C(C)=O)cc2)nc2ccccc21 | 1.1% | -17% | -1% | ? | -4% | -1.6% | i | 1% | 0% | -4.0% | i
O=C(c1cccc(F)c1)N1CCCC(C(=O)N2CCCC2)C1 (configuration not stated) | 1.4% | -4% | -7% | 1% | -2% | -0.3% | i | 14% | -2% | -0.5%[1.84 µM] | i
O=C(C[C@@H](c1ccccc1)N1CCCCC1)c1ccccc1 | -1.2%[15.4 µM] | 5%[11.4 µM] | -5%[11.4 µM] | -9%[7.6 µM] | -1%[11 µM] | -0.9%[15.4 µM] | i | 3%[9.17 µM] | 4%[9.22 µM] | -0.2%[9.22 µM] | i
NC12CC3CC(C1)CC(CO)(C3)O2 | -0.3% | -2% | 4% | -9% | 0% | 0.6% | i | -3% | 0% | -0.1%[57.5 µM] | ?
CC1Oc2ccccc2N(Cc2cccnc2)C1=O (configuration not stated) | 0.6% | 1% | 0% | 13% | 0% | -0.7% | i | 3% | -10% | nt | i
O=C(c1cccn2c(=O)c3cc(Cl)ccc3nc12)N1CCN(Cc2ccc3c(c2)OCO3)CC1 | -0.6% | -26% | -2% | ? | 8% | -0.9% | 1.8e-07M* | -7% | -3% | 4.4% | 1.9e-07M*
CCOC(=O)c1c(NC(=O)CN2CCN(c3ccccn3)CC2)sc2c1CCCC2 | 4.5% | 3% | 2% | 8% | 1% | -0.8% | i | 8% | -1% | 0.2%[57.5 µM] | i
COc1cc(OC)cc(C(C)=O)c1 | -1.4% | 11% | -2% | ? | -13% | -0.5% | i | -9% | 1% | 1.3% | i
CCCc1nc(SCC(=O)NCc2ccc3c(c2)OCO3)c2c(=O)n(C)c(=O)n(C)c2n1 | 0.0% | 9% | -3% | -2% | -2% | 0.3% | nt | 15% | nt | 0.4% | nt
COc1nc(Oc2ccc(=O)[nH]n2)nc(N2CCOCC2)n1 | 0.0% | 3% | -1% | -2% | -7% | 0.3% | i | 3% | 5% | 4.1% | i
CCCCC(CC)CNC(=O)c1cccs1 (configuration not stated) | -1.3% | 2%[11.4 µM] | -2%[11.4 µM] | ? | -3%[11 µM] | -1.1% | nt | 3%[9.17 µM] | -2% | -1.5%[0.0738 µM] | nt
C1=C(CCNC2=NCCCCC2)CCCC1 | -2.6% | ? | 4% | -4% | -2% | 0.4% | ? | 1% | 0% | -0.3%[57.5 µM] | ?
Cc1nc2sc3c(c2c(=O)n1/N=C/c1ccco1)CCCC3 | -0.3% | 3% | -8% | -3% | 3% | -1.1% | i | -1% | 5% | -0.4%[57.5 µM] | i
C=CCOC(=O)CC(NC(=O)c1ccccc1)c1ccccc1 (configuration not stated) | -2.4% | 0% | -6% | -6% | 1% | 0.9% | nt | -9% | 5% | -3.6% | nt
COC(=O)CSc1nnc(-c2cccc(NC(=O)c3ccc(C)cc3)c2)n1C | 2.9% | -2% | 4% | ? | ? | 0.2% | 3.4e-08M* | 23% | 0% | -1.1%[1.84 µM] | ?
Cc1ccc(S(=O)(=O)Nc2nc3ccc(S(=O)(=O)N4CCCC4)cc3s2)cc1 | 2.0% | -12% | 1% | -16% | 1% | 0.5% | i | -5% | 0% | -0.1% | i
CCCn1nnnc1SCC(=O)NCc1ccccc1 | 0.7% | -5% | 0% | -5% | -4% | -0.8% | i | 4% | 3% | -2.1% | i
O=C(NCc1cccs1)C(Cc1ccccc1)NS(=O)(=O)c1cccs1 (configuration not stated) | -0.7% | -7% | 3% | ? | 0% | -0.5% | i | -7% | -1% | 0.6% | i
O=C(CSc1cccc[n+]1[O-])c1cc2ccccc2o1 | 1.3% | -11% | -3% | -6% | -2% | -1.3% | i | -6% | 17% | -0.3%[57.5 µM] | i
CCCS(=O)(=O)N1CCN(S(=O)(=O)c2ccc(F)cc2)CC1 | 0.9% | -2% | -3% | -22% | -4% | 0.7% | i | -7% | -3% | -0.9% | ?
Cc1c2c(nc3nc4ccccc4n13)CC(C)(C)CC2=O | -1.3% | -4% | -4% | 19% | -3% | -0.6% | i | -3% | 2% | 3.8%[0.369 µM] | ?
COCCOC(=O)C1=C(C)OC(N)=C(C#N)C1c1ccc2c(c1)OCO2 (configuration not stated) | 0.8% | 0% | -5% | -6% | -5% | 0.3% | nt | 0% | 3% | -4.1% | nt
COCCNC(=O)CN1CCC(NC(=O)Nc2ccc(C(F)(F)F)cc2)CC1 | -2.1% | -12% | -6% | -6% | 3% | -0.7% | i | -1% | 2% | nt | i
COc1ccccc1-n1c(CNC(=O)c2ccco2)nnc1SCC(=O)Nc1ccc(F)cc1 | -1.2% | 0% | -3% | -1% | 3% | 0.3% | i | 7% | 0% | 5.1% | i
Cc1nc2ccc(NC(=O)Cc3cccs3)cc2s1 | 2.2% | -15% | 0% | -7% | -7% | -0.8% | i | 2% | 1% | -3.5% | i
SMILES | BRCT PPI green | ALOX15 inhib | DNA Pol III inh | CRE Fsk mod | Hsp90 Hop PPI | BRCT inh red | 4MU fluor | Ub-GFP proteasome | GFP derepression | HBB splice mod | A350 autofl
CCOC(=O)C1C(=O)OC2(CCOC(C)(C)C2)C1C(=O)OCC (configuration not stated) | -3.8% | 4% | -5% | 4% | -3% | -0.5% | nt | -4% | -2% | 0.9% | nt
CCNc1nc(N)c(C(=O)c2ccc(Cl)s2)s1 | 48%[activator] | -24% | -4% | ? | -17% | -1.1% | i | -1% | 0% | 0.0%[57.5 µM] | i
Cc1c(C(=O)Nc2ccncc2)sc2nc(-c3ccc(F)cc3)cn12 | 1.2% | 2% | -21% | 6% | -5% | -0.5% | nt | 7% | nt | 0.7% | nt
CCOc1cccc(N2C(=O)CC(n3cnc4ccccc43)C2=O)c1 (configuration not stated) | -1.3% | 4% | 1% | 3% | -4% | 0.3% | i | 0% | 3% | -0.4% | i
CCSc1nnc(-c2ccc(S(=O)(=O)N3CCOCC3)cc2)n1CC1CCCO1 (configuration not stated) | -1.1% | -4% | -10% | 0% | -3% | 0.7% | i | -1% | -4% | 0.2% | i
O=C(Nc1ccc2oc(-c3ccccc3)nc2c1)c1ccncc1 | -2.2% | 5% | -5% | ? | -3% | -0.6% | nt | -8% | 2% | -0.6% | nt
Cc1cc(C)c2[nH]c(=O)c(C(c3nnnn3CC3CCCO3)N3CCC(C)CC3)cc2c1 (configuration not stated) | 1.5% | -10% | -4% | 4% | -3% | 0.8% | 1.9e-08M* | 1% | 1% | -0.1%[57.5 µM] | 1.9e-08M*
CC(=O)c1cc(-c2ccccc2)n(CCC(=O)NCc2cccs2)c1C | -0.7% | 1% | 0% | ? | -7% | -1.7% | i | 5% | -3% | -1.0% | i
O=C1CCCC(O)=C1C(C#Cc1ccccc1)C1=C(O)CCCC1=O | -1.1% | 7.9µM* | -1% | 0% | 0% | -0.3% | i | 27% | ? | 0.1% | i
Cc1c(C(=O)O)nn(-c2ccccc2)c(=O)c1C#N | 0.2% | 9% | 3% | -7% | 2% | -0.1% | nt | 6% | nt | 0.4% | nt

Exported with values under each structure: entries from further up
Every second line gives: BRCT PPI green, ALOX15 inhib, DNA Pol III inh, CRE Fsk mod, Hsp90 Hop PPI, BRCT inh red, 4MU fluor, Ub-GFP proteasome, GFP derepression, HBB splice mod, A350 autofl
Cc1c(C(=O)Nc2ccncc2)sc2nc(-c3ccc(F)cc3)cn12
  1.2%, 2%, -21%, 6%, -5%, -0.5%, nt, 7%, nt, 0.7%, nt
CCOc1cccc(N2C(=O)CC(n3cnc4ccccc43)C2=O)c1 (configuration not stated)
  -1.3%, 4%, 1%, 3%, -4%, 0.3%, i, 0%, 3%, -0.4%, i
CCSc1nnc(-c2ccc(S(=O)(=O)N3CCOCC3)cc2)n1CC1CCCO1 (configuration not stated)
  -1.1%, -4%, -10%, 0%, -3%, 0.7%, i, -1%, -4%, 0.2%, i
